Assay outcomes (PubChem BioAssay)
Growth percent in the NCI-60 one-dose screen (48 h, 10 µM unless noted): 100 = growth as untreated, 0 = no growth, -100 = all killed.
HCC-2998 = HCC-2998 colon cancer; 79,000 compounds, 4.7% hits; AID 1794799
HCT-116 = HCT-116 colon cancer. 82,000 compounds, 7.3% hits
SNB-75 = SNB-75 CNS cancer | 79,000 compounds, 5% hits
SF-539 = SF-539 CNS cancer | 81,000 compounds, 6.8% hits | AID 1794752
SF-295 = SF-295 CNS cancer cells. 79,000 compounds, 5.6% hits
SNB-19 = SNB-19 CNS cancer cells. 81,000 compounds, 2.5% hits
SW-620 = SW-620 colon cancer; 82,000 compounds, 5.2% hits; AID 1794795
KM12 = KM12 colon cancer cells. 82,000 compounds, 5% hits. AID 1794800
HCT-15 = HCT-15 colon cancer; 82,000 compounds, 5.2% hits
* = called active by the depositor; x = not tested or not shown; & = joins results of further samples; [ ] = remark or other dose. Rule for the calls: active = growth percent below 10; inactive = the rest.

SMILES	HCC-2998	HCT-116	SNB-75	SF-539	SF-295	SNB-19	SW-620	KM12	HCT-15
N#Cc1c(-c2ccco2)nc2c(c(-c3ccccc3)nn2-c2ccccc2)c1-c1ccc2c(c1)OCO2	105.3	82.5	93.6	100.4	91.0	98.2	93.1	104.0	90.2
COc1ccc(C(=O)N2CCC(O)CC2)cc1OC1CCCC1	108.7	99.3	99.9	97.5	99.0	100.8	107.9	106.3	102.8
Cc1c(C)[n+](=O)c(C)c(C)n1[O-]	109.1	102.0	94.6	116.9	129.6	101.2	111.1	118.4	112.9
NN1CC(=O)NC1=O	x	96.2	85.4	88.3	94.0	103.2	108.4	121.9	100.8
CNC(=S)N/N=C/c1cnccn1	x	104.9	91.5	94.4	84.4	107.1	104.0	103.3	97.3
Cc1nc([P+](c2ccccc2)(c2ccccc2)c2ccccc2)c(S(=O)(=O)Cc2ccccc2)o1	114.3	96.4	94.6	100.0	106.3	97.6	95.5	102.1	99.1
ClCCOCCSC1=NCCN1	95.9	102.9	87.2	102.2	105.5	102.6	105.6	103.3	107.9
O=C(CCN1CCCC1)Nc1ccc2c(NCCCc3ccccc3)c3ccccc3nc2c1	2.2*	-63.5*	23.0	13.7	46.9	24.6	-63.3*	-10.0*	36.3
CN=C(NC#N)NCCSCc1nc[nH]c1C	111.4	93.2	101.4	111.8	93.0	101.4	101.6	112.9	101.2
S=c1c2ncccc2c(-c2ccccn2)nn1Cc1ccccc1	64.8	17.3	89.6	72.0	56.4	46.9	64.0	54.0	45.9
CCCC1CC(=O)NC1(C(=O)OCC)C(=O)OCC (stereo not given)	x	100.2	84.8	102.1	108.7	103.3	123.1	107.0	100.2
N#Cc1cnn2ccn(C3OC(CO)C(O)C3O)c12 (stereo not given)	93.6	98.0	84.4	93.3	113.1	96.3	113.5	113.0	105.8
COc1ccc(-c2csc(NC(=O)COCc3c(-c4ccccc4)no[n+]3[O-])n2)cc1	92.5	94.8	101.3	98.4	100.5	100.9	100.6	102.2	102.3
COc1ccc2c(c1)c(CC(=O)OCC(=O)O)c(C)n2C(=O)c1ccc(Cl)cc1	110.1	101.6	103.7	101.7	99.3	108.6	110.0	114.1	104.8
Cc1ccc(NC(=O)c2ccc(CN3CCC(C)CC3)c(C(F)(F)F)c2)cc1Oc1ccc(-c2[nH]nc3ncnc(N)c23)cc1	120.8	90.5	103.3	100.8	104.1	105.1	119.2	95.6	98.7
COc1ccc(/C(=C\c2ccccc2)C(=O)O)cc1	105.8&101.5	112.2&106.6	108.8&91.2	99.9&104.9	97.8&91.7	109.8&115.2	104.6&99.3	101.8&105.7	96.7&101.9
O=C(C(=Cn1c(=O)cc[nH]c1=S)C(=O)c1ccccc1)c1ccccc1	93.2	92.9	93.2	107.6	103.5	109.4	102.9	105.1	101.4
CCOC(=O)C(/C=N\C(=S)Nc1ccc(Cl)c(Cl)c1)=C(/O)c1ccccc1	83.0	88.6	85.3	68.2	103.5	93.8	93.3	91.0	86.9
CN1CCN(c2nc(-c3ccncc3)nc3sc4c(c23)CCCCCC4)CC1	37.4	56.5	14.5	54.4	57.2	x	77.1	90.9	76.5
COc1ccc2c(c1)N=C(C(=O)O)/C2=C/c1sc(Nc2ccc(O)cc2)nc1O	74.7	64.7	67.2	52.1	76.5	70.1	74.7	57.9	53.9
COc1ccc(-c2nnc(SCC(=O)Nc3ccc(C(=O)/C=C/c4ccccc4)cc3)o2)cc1OC	115.9	51.8	92.8	95.7	103.9	92.2	102.6	99.6	94.6
CCN1C(=O)N(CC)C2SC(N/N=C/c3ccccc3F)=NC21 (stereo not given)	17.1	13.6	21.5	-16.7*	11.6	24.6	19.0	11.8	16.2
CCO/C=C1\SC(=O)NC1=Nc1cccc(O)c1	105.4	104.9	106.7	99.3	99.2	96.7	100.7	110.6	98.7
COc1ccc2[nH]c(=O)c(COC(=O)CC(=O)O)cc2c1	103.9	103.1	103.2	103.8	103.2	99.3	108.0	100.1	100.6
Cn1ncc(CC(=O)O)c1NC(=O)c1ccc(Cl)cc1N	x	96.9	96.6	92.2	116.1	140.3	95.9	99.1	91.4
CCCCCCCCOc1ccc(/C=N/Nc2cc(C)nc3ccc(Br)cc23)cc1OCCCCCCCC	114.2	96.7	108.4	102.9	96.9	112.5	103.8	104.0	121.0
COc1ccc2c(c1)OC13Oc4cc(OC)ccc4C=C1CSCC3=C2	111.9	95.1	98.5	100.2	101.8	94.8	97.9	96.9	102.0
CCCCOc1nc2ccccc2cc1/C=C/C(=O)/C=C(/C=C/c1cc2ccccc2nc1OCCCC)OB(F)F	105.3	93.0	83.7	109.5	109.5	106.4	117.7	107.1	100.6
O=C(Nc1cccc(Cl)c1)NN(c1ccccc1)C1CCS(=O)(=O)C1 (stereo not given)	110.1	99.4	74.1	92.2	118.5	92.3	102.1	106.0	102.7
O=[N+]([O-])c1cccc(-c2nc(-c3ccc(Cl)cc3Cl)cn2-c2ccccc2)c1	-1.2*	-93.2*	-56.7*	23.6	-74.3*	53.7	-52.4*	-64.4*	-6.6*
CNc1ncnc2c1cnn2C1CCCCO1 (stereo not given)	104.9	106.8	100.6	104.2	106.2	110.8	107.6	99.5	109.3
CC(=O)C1=C(C)NC(SCC(=O)Nc2ccc(S(=O)(=O)Nc3cc(C)on3)cc2)=NC1c1ccc(Cl)cc1 (stereo not given)	112.2	101.3	94.0	102.5	99.0	101.0	116.7	100.8	106.6
CN(C)c1ccc(/C=N/n2c(-c3cc(F)c(Cl)cc3Cl)n[nH]c2=S)cc1	128.0	93.5	74.1	104.8	96.9	98.3	103.1	98.5	101.6
c1ccc(NN(Cc2ccccn2)c2ccccc2)cc1	113.5	105.5	99.6	101.1	133.3	103.0	107.7	104.2	94.2
O=C1Nc2ccc(F)cc2/C1=C\c1c(-c2ccc(F)cc2)nc2ccccn12	87.7	76.9	82.3	81.4	83.0	91.4	104.0	84.2	81.1
CCCC(CCC)c1ccccc1C(=O)NCCNc1nccc(Nc2ccc(S(=O)(=O)Nc3ccccn3)cc2)n1	102.7	102.5	97.1	100.2	101.6	109.3	108.8	102.0	103.7
CC(C)C(C)(NC(=O)c1ccccc1)C(=O)O (stereo not given)	105.0	99.8	79.7	104.5	105.2	108.3	92.3	92.8	103.4
Cc1cc[n+](C)cc1C	106.4	101.8	109.6	131.0	107.9	112.4	117.8	118.1	111.7
CN1CCC(CN)(c2ccccc2)CC1	104.9	105.3	73.5	96.2	92.7	91.5	x	103.4	98.9
COc1cccc(OC)c1N	97.2	110.5	87.2	105.6	103.2	99.8	104.9	105.5	104.5
Cn1c(-c2ccccc2)cc(=O)cc1-c1ccccc1	127.0	61.6	119.4	111.2	93.7	89.0	51.7	98.5	22.7
CCCC(C)OC(=O)c1cccc([N+](=O)[O-])c1 (stereo not given)	117.3	100.0	110.2	107.2	x	110.0	91.7	111.2	119.4
CC(C)C1=NOC(=O)C1=Cc1cn(-c2ccco2)nc1-c1ccccc1	101.5	58.2	80.8	99.9	99.2	89.8	84.0	85.2	77.8
O=C(CCN1CCOCC1)Nc1cccc(-n2cc(-c3ccncc3)c(-c3ccc(Cl)c(O)c3)n2)c1	66.9	21.1	-1.7*	-19.7*	6.5*	48.8	23.4	23.7	28.5
NN1C(c2ccccc2)=C(c2ccccc2)Nn2c1nc1c(cnn1-c1ccccc1)c2=O	108.4	103.3	89.8	99.5	103.8	107.4	100.2	105.2	102.4

Full records, quoted from the list.
Cn1c(-c2ccccc2)cc(=O)cc1-c1ccccc1 as listed: HCC-2998 = 127.0; HCT-116 = 61.6; SNB-75 = 119.4; SF-539 = 111.2; SF-295 = 93.7; SNB-19 = 89.0; SW-620 = 51.7; KM12 = 98.5; HCT-15 = 22.7
NN1C(c2ccccc2)=C(c2ccccc2)Nn2c1nc1c(cnn1-c1ccccc1)c2=O as listed: HCC-2998 = 108.4; HCT-116 = 103.3; SNB-75 = 89.8; SF-539 = 99.5; SF-295 = 103.8; SNB-19 = 107.4; SW-620 = 100.2; KM12 = 105.2; HCT-15 = 102.4
O=C(CCN1CCOCC1)Nc1cccc(-n2cc(-c3ccncc3)c(-c3ccc(Cl)c(O)c3)n2)c1 as listed: HCC-2998 = 66.9; HCT-116 = 21.1; SNB-75 = -1.7*; SF-539 = -19.7*; SF-295 = 6.5*; SNB-19 = 48.8; SW-620 = 23.4; KM12 = 23.7; HCT-15 = 28.5

Other results.
SMILES	HCC-2998	HCT-116	SNB-75	SF-539	SF-295	SNB-19	SW-620	KM12	HCT-15
Cc1ccc(S(=O)(=O)N/N=C2\C(=N\NS(=O)(=O)c3ccc(C)cc3)C3c4ccccc4C2c2ccccc23)cc1	113.7	101.8	82.6	94.4	x	105.7	102.7	112.6	95.7
CCSC(SCC)C(OC(=O)c1ccccc1)C(OC(=O)c1ccccc1)C(COC(c1ccccc1)(c1ccccc1)c1ccccc1)OC(=O)c1ccccc1 (stereo not given)	103.8	100.7	107.9	104.5	100.7	108.5	107.3	111.4	100.5
CC1CC(=O)c2ccccc2C1C (stereo not given)	x	102.0	85.5	103.2	103.5	103.8	110.0	121.4	107.6
CN1CC(c2ccccc2)C2(SC(=Nc3ccccc3)N(Nc3ccccc3)C2=O)C12C(=O)Nc1ccccc12 (stereo not given)	77.1	32.4	71.0	68.6	39.5	66.5	73.2	56.8	50.3
C/C(=C\c1ccccc1)c1ccncc1	114.4	106.9	90.3	94.9	100.4	84.1	102.4	103.2	111.5
N/C(=N\c1nc2c(Br)cccc2s1)C(Br)Br	3.1*	-56.1*	-0.6*	-28.3*	11.8	27.7	-39.2*	3.7*	-27.7*
Cc1sc2nc(NC(C)c3nnnn3-c3ccc(Br)cc3)[nH]c(=O)c2c1C (stereo not given)	108.8	82.9	69.5	82.8	90.3	101.6	90.6	85.2	92.0
CC(=O)N1Cc2ccccc2C(C)Cc2cc(Cl)ccc21 (stereo not given)	100.3	105.3	100.5	106.7	109.9	101.3	105.6	103.4	104.6
COc1ccc(C(=O)c2c(N)c(C#N)cn2-c2cccnc2Cl)cc1	110.5	98.3	x	95.3	102.6	99.8	104.0	102.1	96.7
O=C1C(c2c[nH]c3ccccc23)=C(c2coc3ccc(O)cc23)C(=O)N1O	112.7	102.2	69.9	107.0	100.0	101.5	102.2	94.5	98.8
CC(=O)N(Cc1ccccc1)c1sc2c(CN(C)C)c(O)ccc2c1C#N	107.3	99.8	85.9	102.3	100.7	103.0	102.2	96.9	96.0
CCCC1(c2ccsc2)NC(=O)NC1=O (stereo not given)	107.1	99.9	113.0	112.0	107.6	106.5	97.8	x	101.8
CCSC1C(=O)N(C)C(SCC)C(=O)N1C (stereo not given)	102.0	99.1	85.7	101.4	93.8	103.8	107.1	114.0	106.0
C1CCC(NC2=NCCO2)CC1	111.9	106.2	91.0	96.5	98.1	99.8	111.7	100.3	100.8
CCN1CCN(C(=O)[C@]23CCC(C)(C)C[C@@H]2C2=CC[C@@H]4[C@@]5(C)C/C(=C/c6cccnc6)C(=O)C(C)(C)[C@@H]5CC[C@@]4(C)[C@]2(C)CC3)CC1	18.9	13.3	45.3	41.5	16.7	48.3	27.6	33.8	13.7
FC(F)(F)c1cccc([Si](F)(c2cccc(C(F)(F)F)c2)c2cccc(C(F)(F)F)c2)c1	99.0	15.6	80.4	101.1	69.2	77.7	82.0	74.8	72.1
CCOc1ccccc1-c1cc(-c2ccc(C)s2)c(C#N)c(=O)[nH]1	104.8	80.5	87.8	82.3	83.2	81.4	62.3	69.1	56.8
Fc1ccc2c(c1)nc(-c1nnc(-c3cnccn3)o1)c1cccn12	107.2	98.0	97.7	94.2	106.1	93.8	89.6	90.4	102.0
CC1=Nc2cccc3cccc(c23)NC(=O)C1	112.4	94.8	98.3	91.8	102.6	102.1	105.6	97.6	110.2
O=c1cc(O)c2sc(-c3cccc(C(F)(F)F)c3)cc2[nH]1	101.7	91.4	75.7	90.2	93.8	107.4	61.4	94.3	92.5
CC12CC(C#N)(C(=O)N1)C(C#N)=C(Cl)N2 (stereo not given)	97.8	98.0	90.0	x	112.8	108.6	108.4	111.4	103.0
O=C(Nn1cc(-c2ccc3ccccc3c2)sc1=Nc1ccccc1)c1cc2ccc1CCc1ccc(cc1)CC2	112.3	91.5	79.4	108.6	90.7	98.8	95.7	103.1	100.3
C#Cc1cccc(NC(=O)c2ccc(NC(=O)CCl)cc2)c1	92.8[8.25 µM]	-30.3*[8.25 µM]	32.2[8.25 µM]	-94.7*[8.25 µM]	75.4[8.25 µM]	8.3*[8.25 µM]	-75.5*[8.25 µM]	37.9[8.25 µM]	-57.0*[8.25 µM]
CSc1nc(-c2ccc(Cl)cc2)c(C#N)c(=O)[nH]1	105.2	95.8	88.7	101.0	102.9	96.2	104.1	104.7	102.5
Nc1ccc2c(Cl)cc(Cl)cc2c1	111.1	101.9	87.3	97.2	100.2	90.5	102.4	98.5	93.5

Arranged by molar mass (largest number first): some entries from above.
SMILES	HCC-2998	HCT-116	SNB-75	SF-539	SF-295	SNB-19	SW-620	KM12	HCT-15
CSc1nc(-c2ccc(Cl)cc2)c(C#N)c(=O)[nH]1	105.2	95.8	88.7	101.0	102.9	96.2	104.1	104.7	102.5
CC1=Nc2cccc3cccc(c23)NC(=O)C1	112.4	94.8	98.3	91.8	102.6	102.1	105.6	97.6	110.2
Nc1ccc2c(Cl)cc(Cl)cc2c1	111.1	101.9	87.3	97.2	100.2	90.5	102.4	98.5	93.5
